# Source: PubChem BioAssay
# Rab9 promoter act: Rab9 promoter activation; Huh7 Rab9 promoter-luciferase reporter, luminescence, 24 h; Potency, µM (doses to about 9.22 µM), for the others: at the top dose activation, negative = inhibition, actives largely listed as activators; 320,000 tested, 2.8% active; AID 485297; note: potency is the fitted concentration of half-maximal effect; % of control where 0% means no effect; nearly all actives have a fitted effect of over 60% in size
#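 Using Huh7 cells stably transfected with Rab9 promoter–luciferase, compounds were incubated 24 h at 37 °C, 5% CO2; luciferase luminescence was read 10 min after reagent addition.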
# Tb PFK inh: T. brucei PFK enzyme inhibition. O15648. T. brucei PFK, ADP-Glo luminescence. Potency, µM (titrated, usually from 57.5 µM), inactives show at the top dose activity, negative = inhibition, actives largely listed as inhibitors. 330,000 tested, 0.17% active;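 note: potency is the fitted concentration of half-maximal effect; 0% = uninhibited 1x PFK enzyme wells and -100% = no-enzyme wells; nearly all actives have a fitted effect of over 60% in size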
# Target sequence (O15648 whole entry, looked up): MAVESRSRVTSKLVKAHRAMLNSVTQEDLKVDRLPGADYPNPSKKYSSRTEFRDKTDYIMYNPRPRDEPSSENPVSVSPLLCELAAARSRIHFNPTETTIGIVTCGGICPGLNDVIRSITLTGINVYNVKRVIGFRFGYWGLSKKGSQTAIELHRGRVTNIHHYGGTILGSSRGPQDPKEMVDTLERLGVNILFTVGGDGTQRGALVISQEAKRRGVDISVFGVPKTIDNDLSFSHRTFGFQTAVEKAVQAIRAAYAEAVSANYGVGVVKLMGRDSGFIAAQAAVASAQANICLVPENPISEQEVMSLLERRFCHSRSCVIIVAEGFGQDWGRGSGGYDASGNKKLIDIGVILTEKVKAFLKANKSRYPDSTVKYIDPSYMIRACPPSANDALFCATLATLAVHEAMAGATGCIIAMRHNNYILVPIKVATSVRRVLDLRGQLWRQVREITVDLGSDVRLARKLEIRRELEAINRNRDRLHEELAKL
#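 PFK 1.25 nM, F6P 0.5 mM, ATP 0.1 mM, 0.1 M TEA pH 8.0, 5 mM MgCl2, 0.01% Tween20, 0.1% BSA; 45 min RT. ADP-Glo readout. qHTS titration up to 57 uM; curves fitted, compounds curve-classed.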
# ELG1 DNA repair: blocks ELG1-dependent DNA repair in HEK293T cells; HEK293T ELG1-luciferase reporter, luminescence, 16 h; DNA damage induced by 5-fluorouridine; 330,000 tested, 2.3% active; Potency, µM (series often up to 46.1 µM), inactives show at the highest dose activity change, negative = inhibition, actives largely listed as inhibitors; AID 504467; note: potency is the fitted concentration of half-maximal effect; % is set by controls: 0 for no effect and ±100 for the full control effect; nearly all actives have a fitted effect of over 55% in size
#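 In this reporter screen, reduction of luminescence relative to DMSO vehicle indicated activity. Compounds and 5-fluorouridine were added together to 2,000 cells per well, incubated for 16 hr at 37 °C, then developed with ONE-Glo.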
# TRPV1 ag: human TRPV1 agonism; AID 540275; TRPV1-expressing cells, Fluo-8 calcium influx, agonist mode; 320,000 tested, 0.19% active; activation, % at 8.33 µM; Q8NER1; in the data active = activation above about 80%; inconclusive = between about 30% and that limit; note: 0% is about no effect
#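 Fluo-8 calcium influx in TRPV1-expressing cells, kinetic read (ex 480/em 520 nm). Compound added and read 3 min for agonist activity, followed by capsaicin at EC20 final and 2 min further read for enhancement.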
# Gal4-VP16 FLuc: counter-screen for ROR gamma inhibitors: Gal4-VP16 reporter; 310,000 tested, 3.5% active; AID 2546; Potency, µM (top dose mostly 53.6 µM), without a hit: at the highest dose activity, negative = inhibition, most hits filed as inhibitors; Drosophila S2 Gal4-VP16 UAS-luciferase, luminescence, 20 h;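 note: Gal4-VP16 expression switched on by copper sulfate through the metallothionein promoter; potency is the fitted concentration of half-maximal effect; % is set by controls: 0 for no effect and ±100 for the full control effect; nearly all actives have a fitted effect of over 50% in size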
# RORg inh: blocks mouse ROR gamma transcriptional activity | P51450 | Drosophila S2 Gal4-RORgamma UAS-luciferase reporter, 20 h | Potency, µM (highest dose often 53.6 µM), for the others: at the top dose activity change, negative = inhibition, usual class: inhibitors | 310,000 tested, 5.4% active | AID 2551; note: potency is the fitted concentration of half-maximal effect; % is set by controls: 0 for no effect and ±100 for the full control effect; nearly all actives have a fitted effect of over 60% in size
#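 Using a luciferase readout, inhibitors were identified by reduced reporter activity in Drosophila cells coexpressing a copper-inducible Gal4–ROR gamma fusion and UAS-driven Photinus luciferase, incubated 20 hr after 700 uM copper sulfate.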
# p53 reactivation: re-activators of mutant p53. H1299 p53-A138V BP100-luciferase reporter, luminescence, 24 h. Potency, µM (series often up to 92.2 µM), for the others: at the highest dose activity change, positive = activation, hits mostly activators. 320,000 tested, 0.063% active. AID 504706; note: potency is the fitted concentration of half-maximal effect; % of control where 0% means no effect; nearly all actives have a fitted effect of over 45% in size
#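 H1299 (p53-null), stable ts p53-A138V + BP100-Luc; 1000 cells/well, Opti-MEM/10% FBS; cpd 4 pt, 1:5; 24 h, 37 deg C, 5% CO2; detection reagent 10 min RT; luminescence.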
# BRCA1 expr act: increases BRCA1 expression; 380,000 tested, 1.1% active; AID 624202; Potency, µM (series often up to 46.1 µM), inactives show at the top dose activation, most hits filed as activators; MCF7-BRCA1-FFLuc reporter, luminescence, 48 h; response scale: scaled: vehicle 0%, 10 µM genistein 100%; note: potency is the fitted concentration of half-maximal effect; nearly all actives have a fitted effect of over 80% in size; some results filed as inactive show a strong effect at the top dose
#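 Activators of BRCA1 expression were detected as increased firefly luciferase luminescence in engineered MCF7 cells after 48 h compound incubation. Signals were scaled to genistein 10 microM as full activation.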
# ELG1 genotoxic: inducers of genotoxicity in HEK293T ELG1-luciferase cells | HEK293T ELG1-luciferase reporter, luminescence, 16 h | Potency, µM (series often up to 46 µM), inactives show at the top dose activity change, positive = activation, usual class: activators | 330,000 tested, 1.3% active | AID 504466; note: potency is the fitted concentration of half-maximal effect; % of control where 0% means no effect; nearly all actives have a fitted effect of over 60% in size
#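 Reporter readout depends on ELG1 protein level, which increases with genetic stress. After 16 hr compound exposure at 37 °C, luciferase activity was quantified using ONE-Glo.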
# FLuc counter: inhibits or activates purified firefly luciferase, miR-21 counter-screen; AID 588342; P08659; purified FLuc, Km substrates, luminescence inhibition; 360,000 tested, 6.9% active; Potency, µM (highest dose often 57.5 µM), for inactives: top-dose activity change, negative = inhibition, most hits filed as inhibitors;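 note: potency is the fitted concentration of half-maximal effect; plate controls were vehicle for no effect and reference inhibitor for full effect; nearly all actives have a fitted effect of over 55% in size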
# Target sequence (P08659 whole entry, looked up): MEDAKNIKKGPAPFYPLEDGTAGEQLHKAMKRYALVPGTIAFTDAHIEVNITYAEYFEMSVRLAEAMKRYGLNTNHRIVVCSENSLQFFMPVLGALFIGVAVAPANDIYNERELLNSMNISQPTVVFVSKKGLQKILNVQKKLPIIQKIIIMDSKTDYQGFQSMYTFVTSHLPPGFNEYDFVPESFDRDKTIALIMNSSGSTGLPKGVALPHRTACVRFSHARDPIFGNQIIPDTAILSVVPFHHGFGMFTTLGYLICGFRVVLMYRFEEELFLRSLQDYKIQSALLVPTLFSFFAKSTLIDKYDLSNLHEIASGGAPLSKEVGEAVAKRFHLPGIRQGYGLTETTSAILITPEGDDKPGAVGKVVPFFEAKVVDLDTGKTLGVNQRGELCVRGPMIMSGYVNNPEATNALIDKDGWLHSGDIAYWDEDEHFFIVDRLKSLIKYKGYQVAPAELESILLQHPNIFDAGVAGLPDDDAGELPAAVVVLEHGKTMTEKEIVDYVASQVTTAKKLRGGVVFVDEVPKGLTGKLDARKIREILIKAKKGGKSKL
#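 Purified P. pyralis luciferase, 10 nM final, with Km-level 10 uM D-luciferin and 10 uM ATP in 50 mM Tris acetate pH 7.5, 10 mM Mg acetate, 0.01% Tween-20, 0.05% BSA; 6-point qHTS titration about 60 µM downward; luminescence read.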
# NPC1 promoter act: activators of NPC1 promoter. Huh7 NPC1 promoter luciferase reporter, 24 h. Potency, µM (series often up to 9.22 µM), inactives show top-dose activation, actives largely listed as activators. 320,000 tested, 2.4% active. AID 485313;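 note: potency is the fitted concentration of half-maximal effect; % of control where 0% means no effect; nearly all actives have a fitted effect of over 60% in size; reporter is driven by a mutant NPC1 promoter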
#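 In 1536-well qHTS, Huh7 cells harboring an NPC1 promoter–luciferase construct received compound for 24 h; activation was quantified by luminescence following luciferase reagent addition.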
# Starred values were filed as active, the others as inactive; ? = inconclusive; . = not tested or not shown; [ ] = remark or other dose. Unless noted, calls come from the whole dose curve; as a rule, active = well fitted curve in the direction sought with a large enough effect; inconclusive = small, poorly fitted or top-dose-only effect, or another doubt; inactive = no such curve, though single readings can be large; an effect the other way counts as inactive or inconclusive.
# Each structure is followed by: Tb PFK inh	RORg inh	ELG1 genotoxic	p53 reactivation	TRPV1 ag	NPC1 promoter act	FLuc counter	Gal4-VP16 FLuc	ELG1 DNA repair	Rab9 promoter act	BRCA1 expr act
C/C(=N\NC(=O)c1cccc(S(=O)(=O)N2CCCC2)c1)c1ccc(F)cc1
→ 0.8%	.	13.6%	2.8%	?	2.1%	0.7%	.	0.6%	-4.7%	22.3%
Cc1cccnc1NC(=O)c1cccc(NC(=O)CC2SC(N3CCCCC3)=NC2=O)c1 (centres undefined)
→ 2.6%	.	-3.9%	-3.1%	-4.2	0.0%	-9.4%	.	6.0%	-1.1%	-24.5%
Cc1ccccc1-c1nc(CS(=O)(=O)CC(=O)N2CCCCC2)c(C)o1
→ 1.6%	-8.1%	0.6%	-7.5%	-5.3	0.6%	2.8%	-12.4%	21.8%	-0.8%	-5.2%
N=C1C(c2nc3ccccc3[nH]2)=C(O)CN1c1ccc(F)cc1
→ 5.0%	5.01µM*	?	8.3%	19.1	?	-14.5%	-22.2%	?	12.7%	80.5%
NS(=O)(=O)c1ccc(CCNC(=O)CN2CCN(c3ccccc3O)CC2)cc1
→ -2.6%	-0.8%	-0.3%	5.3%	-1.3	1.2%	-1.7%	-2.2%	-10.6%	-2.9%	10.6%
Fc1ccc(CN2CCN(c3ncnc4scc(-c5ccccc5)c34)CC2)cc1
→ -0.4%	13.2%	-14.1%	0.4%	-4.0	-4.2%	0.2%	-5.1%	?	-0.7%[1.84 µM]	-30.3%
COc1ccc2occ(C(=O)c3cccs3)c2c1
→ 0.2%	?	6.51µM*	?	22.0	?	6.01µM*	15.8%	?	?	48.9%
CC1(C)C(=O)OC(/C=C\c2cccc([N+](=O)[O-])c2)C(C)(C)C1=O (centres undefined)
→ -2.0%	15.8%	-6.9%	0.7%	17.1	-3.9%	-2.9%	6.8%[10 µM]	-5.2%	-0.8%[1.84 µM]	8.4%
Cc1cccc(NC(=O)Cn2nc(-c3ccco3)ccc2=O)c1C
→ -2.8%	-17.8%	0.2%	-1.9%	0.3	0.4%	-2.0%	-14.5%	0.2%	-1.3%	-19.7%
CC(=O)Nc1ccc(NC(=O)COC(=O)c2c(C)nn(-c3ccccc3)c2C)cc1
→ -8.3%	21.7%	-0.2%	24.5%	-0.3	-2.9%	-6.6%	1.5%	-25.3%	-5.5%	-24.1%
Cc1cc2c(cc1S(=O)(=O)N1CC(C)CC(C)C1)OCC(=O)N2 (centres undefined)
→ 3.1%	-10.0%	1.4%	9.6%	5.0	-3.3%	0.5%	-0.3%	2.6%	4.8%	-16.9%
Cc1cc2c(c(SCC(N)=O)n1)C(=O)OC2
→ -3.2%	-21.0%	-1.2%	6.0%	2.0	-4.8%	-0.1%	-12.0%	1.4%	-1.2%	-1.2%
O=C(CSc1nc2ccccc2[nH]1)NC1CCCC1
→ -1.9%	30.7%	3.3%	0.3%	?	0.0%	-5.9%	6.0%	?	12.9%	-2.3%
Cc1ccc(S(=O)(=O)N2CCN(C(=O)CCC(=O)NCc3cccc(C(F)(F)F)c3)CC2)cc1
→ -7.6%	.	-9.1%	-5.0%	0.6	-3.0%	10.6%	.	6.4%	-2.5%	-41.1%
CCC1CCCCN1C(=O)/C=C/c1ccc2c(c1)OCO2 (centres undefined)
→ 2.6%	3.7%	8.5%	-8.6%	?	12.3%	?	-6.0%	14.0%	18.7%	0.0%
Cc1ccc2oc(-c3ccc(NC(=O)CC(C)C)cc3)nc2c1
→ 1.6%	0.282µM*	2.31µM*	-0.1%	-1.9	0.282µM*	0.757µM*	1.12µM*	?	?	?
O=C(CSc1nnc(-c2ccncc2)o1)Nc1cc(Cl)ccc1C(=O)O
→ 4.4%	.	-2.6%	-7.5%	.	.	.	.	-15.1%	.	-3.2%
c1ccc2c(OCCCCN3CCCC3)cccc2c1
→ -3.4%	-19.4%	-14.9%	5.6%	0.0	-5.5%	-0.6%	4.7%	2.6%	-1.8%	-13.3%
COc1cccc(/C=N/NC(=O)CNC(=O)c2ccc(S(=O)(=O)N3CCCC3)cc2)c1OC
→ 7.4%	6.6%	-0.5%	-0.8%	-2.4	-4.6%	3.7%	-14.3%	0.6%	15.8%	0.7%
CCN(CC)c1ccc(NC(=O)Nc2cccc3ccccc23)cc1
→ -0.9%	11.3%	15.9%	10.4%	3.3	?	2.13µM*	-2.3%	?	18.2%	36.0%
Cc1ccc(OCc2nc(-c3ccccn3)n[nH]2)cc1
→ 1.4%	3.16µM*	6.7%	?	-0.2	?	23.9µM*	5.01µM*	?	?	81.0%
O/N=C/c1ccn(-c2ccc(Br)cc2)c1
→ -4.3%	-34.6%	-0.6%	12.1%	?	24.5%	23.9µM*	-12.0%	?	14.1%	?
Cc1cc(-n2[nH]c(C)c(C)c2=O)nc(-c2ccccc2O)n1
→ -1.4%	11.2µM*	-9.0%	8.8%	6.5	-1.0%	1.5%	?	?	-14.3%	-53.8%
O=[N+]([O-])c1ccccc1CSc1nc2ccccc2o1
→ 0.8%	2.4%	?	?	8.4	?	19µM*	-8.1%	?	?	71.9%
CCSc1nnc(-c2ccccc2NC(=O)CC)c(=O)[nH]1
→ 2.6%	-2.3%	0.6%	-0.9%	3.7	5.4%	1.2%	-6.5%	0.0%	-1.7%	9.8%
O=C(O)c1cc(-n2cccc2)ccc1N1CCOCC1
→ -7.8%	-8.0%	-1.0%	-0.8%	0.3	-25.8%	-0.1%	-8.2%	12.3%	-2.0%	0.3%
CCN(CC)Cc1ccccc1CNC(=O)c1cccc(S(=O)(=O)Nc2ccc3c(c2)OCO3)c1
→ -2.8%	.	1.0%	7.3%	13.9	-1.7%	-9.2%	.	-13.5%	17.1%	10.8%
CCc1cccc(C)c1NC(=O)CSc1nc(-c2ccccc2F)nc2nc[nH]c12
→ 0.4%	-11.4%	6.4%	-7.0%	6.3	-3.6%	-0.1%	-1.4%	12.9%	0.2%	-20.5%
CN(C)c1ccc(N=Nc2ccccc2C(=O)OCC(=O)NC2CCCC2)cc1
→ 4.4%	?	1.5%	?	?	11.0%	2.69µM*	-4.4%	?	25.1%	-6.0%
O=C(N1CCN=C1SCc1cccnc1)C12CC3CC(CC(C3)C1)C2
→ 9.3%	26.5%	-4.4%	?	-2.6	0.8%	?	-12.0%	?	-5.1%	-29.7%

# Other records follow:
# Each structure is followed by: Tb PFK inh	RORg inh	ELG1 genotoxic	p53 reactivation	TRPV1 ag	NPC1 promoter act	FLuc counter	Gal4-VP16 FLuc	ELG1 DNA repair	Rab9 promoter act	BRCA1 expr act
NNC(=O)CN1C(c2ccc(Cl)cc2)=Nc2ccc(Br)cc2C1c1ccccc1 (centres undefined)
→ -2.2%	-1.3%	-0.3%	-10.9%	-3.0	-3.6%	1.9%	0.3%	6.4%	0.1%	2.4%
CN(CCC#N)C(=O)c1ccc(CNS(=O)(=O)c2ccc(F)cc2)cc1
→ -2.3%	12.5%	0.5%	-7.5%	-2.5	4.2%	0.1%	-8.2%	-0.7%	3.0%	-6.6%
COc1cc2c(cc1OC)C(c1ccc(C)cc1)NC(=O)C2 (centres undefined)
→ 0.2%	-21.6%	15.9%	.	-2.8	0.0%	4.0%	5.6%	2.9%	-0.1%	20.0%
O=S(=O)(/C=C/c1ccccc1)NCCc1ccccn1
→ -2.5%	10.5%	2.0%	-5.1%	4.4	-2.9%	-0.9%	-1.2%	-9.9%	5.0%	0.6%
COc1ccc(-n2cnnc2SC(C)c2nc3sc(C)c(C)c3c(=O)[nH]2)cc1 (centres undefined)
→ 0.1%	14.1%[10 µM]	-1.2%	-4.3%	-0.1	-2.8%	4.4%	2.2%	0.5%	0.7%	.
CCCCNC(=O)Cn1c(=O)n(C)c2ccccc21
→ 1.0%	-14.8%	-1.0%	-10.1%	-3.8	-4.2%	1.3%	-1.2%	16.8%	-2.7%	1.0%
Cc1ccccc1-n1c(=O)c2ccccc2n2nnnc12
→ 1.0%	-28.0%[10 µM]	0.2%	8.1%	-0.7	-2.9%	1.0%	-2.8%	3.5%	4.3%	10.6%

# A second format for some results above.
SMILES	Tb PFK inh	RORg inh	ELG1 genotoxic	p53 reactivation	TRPV1 ag	NPC1 promoter act	FLuc counter	Gal4-VP16 FLuc	ELG1 DNA repair	Rab9 promoter act	BRCA1 expr act
NNC(=O)CN1C(c2ccc(Cl)cc2)=Nc2ccc(Br)cc2C1c1ccccc1 (centres undefined)	-2.2%	-1.3%	-0.3%	-10.9%	-3.0	-3.6%	1.9%	0.3%	6.4%	0.1%	2.4%
CN(CCC#N)C(=O)c1ccc(CNS(=O)(=O)c2ccc(F)cc2)cc1	-2.3%	12.5%	0.5%	-7.5%	-2.5	4.2%	0.1%	-8.2%	-0.7%	3.0%	-6.6%
